AP complement: orthogonal test for alternative complement pathway inhibitors; Human serum alternative complement pathway, LPS-coated ELISA, C3 deposition; tested in compound mixtures; inhibition, % at 5 µM; hit rate 0.08% among 62,000; AID 1235;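 active means inhibition above 30% in each of the two pooled mixtures holding the compound, so the lower value exceeds 30%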;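 further: 0% = serum in Mg-EGTA without compound and 100% = EDTA serum blank; some compounds past the cut are filed as inactive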
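Assay system: Human serum alternative complement pathway, C3 deposition on LPS-coated wells | Incubation: 1 h serum-compound exposure at 37 °C | Doses: 5 µM per compound in ten-compound mixtures | Read-out: Percent inhibition | Technique: ELISA with HRP anti-human C3 antibody, TMB substrate, absorbance 450 nm | Replication: Two pool placements per compound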
A340 absorber: compounds absorbing at 340 nm | compound absorbance at 340 nm, fold over control | 65,000 tested, under 10 active | fold change at 10 µM;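 active means at 10 µM dose, initial 340 nm absorbance at least 2 fold that of control wells; inactive means change under 2 fold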;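 further: initial absorbance extrapolated from kinetic A340 decline of NADH oxidation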
MMP13 inh: MMP13 (human) collagenase inhibition. MMP-13 fTHP FRET cleavage, Mca fluorescence. inhibition, % at 4 µM. hit rate 0.07% among 65,000. P45452. AID 570;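 active means inhibition above the mean of compound-free control plate wells plus 3 SD, cut at about 14% in these data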;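 further: 0% = DMSO wells and 100% = wells with reference MMP-13 inhibitor after basal subtraction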
Hsp90 inh: displaces geldanamycin probe from tumor Hsp90 | P07900 | NCI-N417 lysate Hsp90, Cy3B-geldanamycin FP displacement | inhibition, % at 30 µM | hit rate 0.35% among 64,000 | AID 429;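 active means inhibition above 50%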;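 further: 0% = tracer plus lysate wells and 100% = tracer alone without lysate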
FXIa mix inh: inhibitors of human coagulation factor XIa, pooled mixtures | purified FXIa, fluorogenic substrate | inhibition, % at 5 µM | hit rate 0.19% among 62,000;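 further: each value is inhibition by a whole ten-compound pool holding the compound; 0% = enzyme with no mixture and 100% = wells lacking enzyme; strong numbers were not always called active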
DUSP1 inh: inhibitors of human MKP-1 phosphatase; recombinant MKP-1, OMFP hydrolysis fluorescence; P28562; hit rate 0.15% among 65,000; inhibition, %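 (compounds tested at a single concentration somewhere between 10 and 100 µM)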;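 active means inhibition above about 50%, limit read from the data; inconclusive means inhibition over screen mean plus 3 SD, below that limit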;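 further: 0% = DMSO max control wells and 100% = wells with enzyme stopped by NaOH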
Target sequence (P28562 whole entry, looked up): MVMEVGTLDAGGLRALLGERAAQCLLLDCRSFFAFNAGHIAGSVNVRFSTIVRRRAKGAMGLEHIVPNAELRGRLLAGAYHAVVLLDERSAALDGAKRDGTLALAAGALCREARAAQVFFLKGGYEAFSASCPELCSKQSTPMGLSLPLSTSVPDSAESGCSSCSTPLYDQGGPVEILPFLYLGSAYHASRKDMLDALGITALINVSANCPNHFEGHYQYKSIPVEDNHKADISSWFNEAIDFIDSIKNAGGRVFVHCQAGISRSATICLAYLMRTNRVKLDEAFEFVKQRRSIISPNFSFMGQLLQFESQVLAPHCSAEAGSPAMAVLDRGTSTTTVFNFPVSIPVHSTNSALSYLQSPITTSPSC
Cdc25B block: inhibitors of human Cdc25B phosphatase | P30305 | hit rate 0.1% among 65,000 | AID 368 | inhibition, %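 (compounds tested at 10 µM final in the well)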 | recombinant Cdc25B, OMFP fluorescence Ex485/Em525; in the data active means inhibition above about 50%
JNK3 inh: JNK3 (human) kinase inhibition; AID 746; P53779; hit rate 0.61% among 60,000; purified JNK3 kinase activity, HTS; inhibition, % at 8 µM; in the data active means inhibition above about 17%;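 further: 0% = DMSO and 100% = reference inhibitor; many of its hits are not listed in these tables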
Target sequence (P53779 whole entry, looked up): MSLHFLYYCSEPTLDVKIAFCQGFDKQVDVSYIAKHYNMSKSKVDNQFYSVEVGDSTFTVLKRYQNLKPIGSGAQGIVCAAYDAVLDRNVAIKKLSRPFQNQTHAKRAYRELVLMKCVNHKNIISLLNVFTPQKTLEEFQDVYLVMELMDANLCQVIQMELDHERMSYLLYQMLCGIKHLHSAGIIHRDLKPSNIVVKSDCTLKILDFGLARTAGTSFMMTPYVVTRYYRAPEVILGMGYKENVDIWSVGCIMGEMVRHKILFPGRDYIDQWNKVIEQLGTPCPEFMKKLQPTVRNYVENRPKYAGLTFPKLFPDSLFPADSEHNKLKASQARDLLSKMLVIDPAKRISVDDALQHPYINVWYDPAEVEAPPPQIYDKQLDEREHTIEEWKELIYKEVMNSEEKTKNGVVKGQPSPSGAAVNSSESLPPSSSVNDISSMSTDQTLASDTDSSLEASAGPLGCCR
FXIIa inh mix: inhibitors of human coagulation factor XIIa, pooled mixtures; P00748; purified FXIIa, fluorogenic substrate; inhibition, % at 5 µM; hit rate 0.2% among 62,000; AID 684;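 further: 0% = enzyme without compound and 100% = no enzyme blank; some results filed as inactive read as strong as hits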
* marks the source's active call; other numbers are inactive results; u = inconclusive; x = no result given; [ ] = dose if it differs, or a comment. Unless noted, no stated cut-off is given here; in the data, active means inhibition above about 20% (passing the limit was not always enough); inactive means the rest.

SMILES | AP complement | A340 absorber | MMP13 inh | Hsp90 inh | FXIa mix inh | DUSP1 inh | Cdc25B block | JNK3 inh | FXIIa inh mix
CC(C)CC(OC(=O)c1cccs1)C(=O)NCc1cccs1 (stereo not given) | -12 | 1 | -5 | -3 | 10 | -16 | -1 | 2 | 1
COc1ccc(N2CCN(c3nc4c(c(=O)n(C)c(=O)n4C)n3Cc3ccccc3)CC2)cc1 | 12 | 1 | 3 | 0 | -1 | 9 | 1 | -7 | -23
CC(=O)Nc1cnc2ccccc2n1 | x | 1.1 | -5 | 56* | x | -13 | -17 | 4 | x
CC1=C(C(=O)NCc2ccccc2)C(c2cccnc2)n2ncnc2N1 (stereo not given) | -14 | 1 | 7 | -1 | -2 | -14 | 4 | 1 | 7
COc1ccccc1OCCSc1nnc(C)n1-c1ccccc1 | -5 | 1.1 | -5 | 3 | 5 | -4 | -15 | 1 | 7
CCOC(=O)N1CCN(C(=O)c2cnn3c(C)c(Cc4ccc(C)cc4)c(C)nc23)CC1 | 2 | 1 | -57 | 2 | 9 | 37 | 0 | x | 11
CC(=O)c1c(N2CCOCC2)nc(=S)n(Cc2ccccc2)c1C | 9 | 1.1 | -1 | -2 | 5 | 4 | -12 | -8 | 0
CC1(C)C(=O)Nc2ccccc2N1C(=O)COC(=O)C12CC3CC(CC(O)(C3)C1)C2 | 2 | 0.96 | 0 | -5 | 2 | 34 | -2 | 3 | 3
CCN(CC)S(=O)(=O)c1ccc(C(=O)OCC(=O)N2CCN(C(=O)c3ccco3)CC2)cc1 | 9 | 1 | 0 | x | -4 | 11 | -7 | x | -2
CCCC(=O)Nc1c2c(nn1-c1ccc(C)cc1C)CSC2 | 22 | 0.97 | 2 | -1 | -23 | 12 | -11 | -3 | 0
N#CC1=C(N)N(c2ccccc2)C(c2ccco2)C1(C#N)C#N (stereo not given) | 0 | 1 | -40[fluorescence artefact?] | -6 | -3 | 3 | 18 | -6 | 5
COc1ccc(NC(=O)CN(c2ccc(C)cc2)S(C)(=O)=O)c(OC)c1 | 0 | 0.99 | 3 | 2 | 0 | -9 | -1 | -8 | -48
COc1ccc(-c2nc(CS(=O)(=O)CC(=O)Nc3ccc(Cl)cc3)c(C)o2)cc1 | 13 | 1.1 | 2 | 0 | 7 | 6 | -11 | -7 | 0
O=C1CC(N2CCC(C(=O)N3CCCCC3)CC2)C(=O)N1 (stereo not given) | 11 | 0.98 | 5 | -1 | 7 | 10 | -16 | -12 | 3
NC(=O)Cn1c(S(=O)(=O)Cc2ccccc2)nc2ccccc21 | x | 1 | 2 | 1 | x | 24 | -11 | -2 | x
O=C(c1cccc(S(=O)(=O)NCCOc2ccccc2)c1)N1CCN(c2ncccn2)CC1 | 18 | 1.1 | 1 | 0 | 4 | -4 | -19 | 7 | 9
Cc1oc(-c2ccccc2)nc1C(=O)OCC(=O)NC(=O)NCC(C)C | 10 | 0.99 | -2 | -4 | 2 | 6 | -4 | -2 | 2
CCSc1nnc(NC(=O)C2CC=CCC2C(=O)O)s1 (stereo not given) | 8 | 1 | x | x | 4 | 2 | -13 | x | 8
COc1ccccc1-n1c(SCC(=O)N2CCCC2)nc2cccnc21 | 12 | 1 | 4 | 1 | 4 | -3 | -4 | -9 | 3
CCOC(=O)c1sc(NC(=O)CSc2nc(-c3ccco3)cc(C(F)(F)F)n2)c(C#N)c1C | -6 | 1.1 | 0 | -1 | 5 | u | 2 | 8 | 8
CCS(=O)(=O)Nc1ccc2c(c1)N(C(C)=O)c1ccccc1CC2 | 5 | 1 | -5 | -2 | 9 | -1 | 8 | -3 | 4
COc1ccc(CNc2nc3nc(-c4ccccc4)cc(=O)n3[nH]2)cc1OC | 2 | 1.1 | 2 | 4 | 5 | 11 | -3 | 3 | -8
C=CCOC(=O)C1=C(C)NC(=O)NC1c1ccc(Cl)cc1 (stereo not given) | 10 | 1 | 1 | 0 | -1 | 12 | 5 | 5 | 3
CCC(C)NC(=O)CCCCCn1c(=O)[nH]c2cc(OC)c(OC)cc2c1=O (stereo not given) | 3 | 1 | -13 | x | 6 | 2 | -1 | x | 3
COC(=O)c1oc2ccc(Br)cc2c1NC(=O)c1ccccc1 | 17 | 1.1 | 0 | 0 | 10 | 17 | 15 | 5 | 1
[O-][n+]1onc2c1CCc1nnccc1-2 | -7 | 1.1 | 2 | 4 | -16 | 1 | -6 | -3 | 2
O=C(CCCn1c(=O)oc2ccccc21)Nc1cccnc1 | 15 | 1 | -1 | x | 6 | 8 | -12 | x | -1
CCOC(=O)N1CCC2(CC1)CC(=O)c1c(ccc3oc(C(=O)O)c(C)c13)O2 | -1 | 1 | -80[fluorescence artefact?] | -2 | -2 | 6 | -4 | 7 | -4
COc1cccc(C(=O)c2sc(NC(C)C)nc2N)c1 | x | 1.1 | -9 | -4 | x | 19 | 4 | 17* | x
CCn1c(=O)c2c(n3cnnc13)-c1ccccc1CC21CCCCC1 | 20 | 1.1 | -4 | -1 | 5 | 11 | -19 | -6 | -1
CCn1c(SCC(=O)c2ccc(Cl)cc2)nnc1C(C)C | 7 | 0.99 | 2 | -5 | 0 | -17 | -1 | 3 | 5
CCOc1ccccc1C(=O)Nc1ccc2nc(N3CCN(c4ncccn4)CC3)cc(C)c2c1 | -3 | 1.1 | 0 | x | 4 | x | x | x | 18
O=C(Nc1cc(C(F)(F)F)ccc1N1CCOCC1)c1ccc2ccccc2n1 | 10 | 1 | 1 | -3 | 6 | 22 | 3 | 9 | -24
CCOCCCNCC(=O)NC1(C)C2CCC(C2)C1(C)C (stereo not given) | 0 | 1.1 | 0 | -1 | 4 | 25 | -1 | x | 3
Cc1nc2ccc3nc(NC(=O)C4COc5ccccc5O4)sc3c2s1 (stereo not given) | -6 | 1 | -4 | -3 | 3 | 34 | -2 | 4 | 3
CCc1c(C)nc(SC)n(CC#N)c1=O | 8 | 0.96 | 1 | -1 | 7 | -19 | -7 | 4 | -13
O=C(Cc1coc2cc3c(cc12)CCC3)OCc1cc(=O)n2c(n1)sc1ccccc12 | 12 | 1.1 | -4 | -2 | 9 | 22 | 9 | -1 | 15
COc1ccc(-c2cc(-n3c(C(F)(F)F)nc4ccccc43)n(CCC#N)n2)cc1 | 21 | 1 | -9 | -2 | 0 | 27 | -1 | -2 | -9
O=C(CCn1c(=O)sc2ccccc21)NCc1cccs1 | x | 1 | -1 | 1 | x | -16 | 2 | x | x
COCCn1c(SCC(=O)N2CCCc3ccccc32)nnc1-c1ccco1 | 11 | 0.98 | 2 | 0 | 7 | 22 | 5 | 2 | 4
Cn1c(NC(=O)Cc2ccc(F)cc2)cc(=O)n(C)c1=O | 19 | 1.1 | 1 | -1 | 5 | 6 | 0 | 5 | 6
CCCc1cc(=O)[nH]c(SCc2ccc(C#N)cc2)n1 | -2 | 1 | 4 | -1 | 0 | 1 | -5 | -3 | -15
CCCN1CC23C=CC(O2)C(C(=O)O)C3C1=O (stereo not given) | 18 | 0.99 | -15 | -1 | 3 | -11 | -6 | -4 | 8
CCCCn1c(CN2CCN(c3ccccc3)CC2)nc2c1c(=O)n(C)c(=O)n2C | -9 | 0.99 | -1 | 1 | 3 | 8 | -8 | 0 | 7
Cc1ccc(N(C(=O)C2CCCO2)C2C=CS(=O)(=O)C2)cc1Cl (stereo not given) | -3 | 1 | -2 | -4 | -12 | 12 | -9 | 1 | 11
CCn1c(SCC(=O)Nc2ccc3c(c2)c2ccccc2n3CC)nnc1-c1cnccn1 | 6 | 1.1 | 6 | -7 | 11 | 35 | -10 | -6 | 25
COCCN1C(=O)N(c2cccc(C)c2)C(=O)C1CC(=O)Nc1ccc(F)cc1 (stereo not given) | 4 | 1 | -1 | -1 | 4 | 5 | -2 | -2 | 3
Nc1c(C(=O)NCc2ccco2)sc2nc3c(cc12)C(=O)CCC3 | 6 | 1.1 | 5 | 4 | 6 | 0 | 3 | 3 | 9
Fc1cccc(C2CC(c3cccc(Br)c3)Nc3nnnn32)c1 (stereo not given) | -10 | 1 | 3 | 3 | -34 | 7 | 11 | 2 | 1
O=C(C1=C(O)C(=O)N(CCN2CCOCC2)C1c1ccccc1)c1cccs1 (stereo not given) | 3 | 1.1 | 2 | -4 | 11 | 12 | -8 | -5 | 5

Next structures
SMILES | AP complement | A340 absorber | MMP13 inh | Hsp90 inh | FXIa mix inh | DUSP1 inh | Cdc25B block | JNK3 inh | FXIIa inh mix
CCOC(=O)NC1(C(F)(F)F)N=C(c2ccccc2)NC1=O (stereo not given) | 11 | 1.1 | 1 | 0 | -4 | 2 | -8 | -5 | 8
Cc1ccc(-c2nc(=S)c3c(n2CCN2CCOCC2)CC(C)(C)OC3)cc1 | -1 | 1.3 | 3 | -3 | 2 | 8 | -4 | -7 | -6
COc1ccc(NCc2nnc(SCC(=O)Nc3cccc(C)c3)o2)cc1 | 13 | 1 | 1 | 19 | 3 | -24 | -1 | 0 | 1
Cc1ccccc1NC(=O)Cn1c(=O)n(C)c2ccccc21 | -1 | 1 | -3 | 0 | -4 | 2 | 3 | -1 | 1
CC(C)CCNC(=O)CN(Cc1ccc2c(c1)OCO2)C(=O)CCC(=O)Nc1ccccn1 | -3 | 0.98 | 0 | -1 | 1 | 13 | -10 | 3 | 13
Cc1ccccc1Cn1nc(C)c(NC(=O)c2noc3c2CC(C(C)(C)C)CC3)c1C (stereo not given) | 1 | 0.97 | -4 | -2 | -1 | 32 | -5 | 2 | 10
CC1CN(C(=O)Cc2ccc(-c3ccccc3)cc2)CC(C)O1 (stereo not given) | 21 | 1 | -4 | 0 | 6 | 3 | -13 | -7 | 2
COc1ccc(CCNC(=O)CN2CCCc3ccccc32)cc1OC | -2 | 1 | -5 | -4 | -2 | 14 | -9 | -6 | -15
CCn1c(Cc2ccc(OC)cc2)nnc1SCC(=O)Nc1nc2ccccc2s1 | 6 | 1 | 4 | -1 | 3 | 2 | -9 | 5 | 4
CCCCc1cc(=O)oc2cc(OCC(=O)N(CC)CC)c(Cl)cc12 | 19 | 1 | -11 | 0 | 8 | 2 | -10 | -6 | 2

Entries of single compounds from above. Values in the order: AP complement	A340 absorber	MMP13 inh	Hsp90 inh	FXIa mix inh	DUSP1 inh	Cdc25B block	JNK3 inh	FXIIa inh mix
COc1ccc(CCNC(=O)CN2CCCc3ccccc32)cc1OC as listed: -2	1	-5	-4	-2	14	-9	-6	-15
COc1ccc(NCc2nnc(SCC(=O)Nc3cccc(C)c3)o2)cc1 as listed: 13	1	1	19	3	-24	-1	0	1
CCn1c(Cc2ccc(OC)cc2)nnc1SCC(=O)Nc1nc2ccccc2s1 as listed: 6	1	4	-1	3	2	-9	5	4

Later entries.
SMILES | AP complement | A340 absorber | MMP13 inh | Hsp90 inh | FXIa mix inh | DUSP1 inh | Cdc25B block | JNK3 inh | FXIIa inh mix
CCOc1ccc(OCC)c(NC(=O)CNS(=O)(=O)c2cccs2)c1 | 8 | 1 | 0 | x | 3 | -1 | -12 | x | 5
CCc1cc(=O)oc2cc(OCC(=O)N3CCc4ccccc43)ccc12 | -4 | 1 | -8 | -1 | 0 | 6 | -9 | -6 | 5
Cc1ccc(S(=O)(=O)Nc2cccc(-c3cn4ccsc4n3)c2)cc1 | 9 | 1 | -5 | 4 | -14 | 12 | -5 | -1 | 9
CCOC(=O)C1CCN(C(=O)CSCCSCC(=O)N2CCC(C(=O)OCC)CC2)CC1 | 10 | 1.2 | -5 | -3 | 3 | 1 | -2 | -3 | 11
Cc1cc(OCCN2CCCC2)ccc1C(C)C | 13 | 1.1 | 3 | 1 | 9 | 3 | -4 | -5 | 2
Cc1c2c(nc3c(C(=O)NC4CC4)cnn13)CCCC2 | 3 | 1 | 0 | 0 | -2 | 1 | -1 | x | 10
Cc1cc(=O)n2nc(-c3ccccc3)sc2n1 | 20 | 1 | 0 | -3 | 7 | 3 | -3 | 4 | 3

Screening results from PubChem BioAssay.

The order is random (roughly 1.5% active in at least one column).
